High-throughput results (PubChem)
yeast mlh1 rad18: NCI yeast anticancer drug screen, S. cerevisiae mlh1 rad18 strain; AID 175, 2004; growth inhibition, % at 50 µM; 11% of 79,000 active;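 also: 0% = growth of vehicle-only cultures of the same strain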
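Growth inhibition of the yeast strain was measured after compound exposure and expressed relative to vehicle-treated controls. The strain carries defined defects in DNA damage repair.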
yeast sgs1 mgt1: NCI yeast anticancer drug screen, S. cerevisiae sgs1 mgt1 strain; % growth inhibition at 50 µM; AID 161, 2004; 10% of 78,000 active;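 also: 0% = growth of vehicle-only cultures of the same strain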
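Compounds are added to genetically altered yeast, and growth is compared with cultures given vehicle alone to give percent inhibition.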
cln2 rad14: NCI yeast anticancer drug screen, S. cerevisiae cln2 rad14 strain; growth inhibition, % at 50 µM; 8.3% of 78,000 active; AID 165, 2004;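 also: 0% = growth of vehicle-only cultures of the same strain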
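Compounds are applied to the cln2 rad14 yeast strain, and growth is then compared with that of vehicle-treated cultures to give inhibition.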
yeast rad50: NCI yeast anticancer drug screen, S. cerevisiae rad50 strain; % growth inhibition at 50 µM; 10% of 79,000 active;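 also: 0% = growth of vehicle-only cultures of the same strain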
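Genetically altered yeast (DNA repair pathway); compound treatment; growth inhibition vs vehicle ctrl.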
yeast mec2-1: NCI yeast anticancer drug screen, S. cerevisiae mec2-1 strain; growth inhibition, % at 50 µM; 9% of 79,000 active;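 also: 0% = growth of vehicle-only cultures of the same strain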
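Yeast mec2-1 mutant treated with compound. Readout: growth inhibition vs vehicle controls.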
yeast bub3: NCI yeast anticancer drug screen, S. cerevisiae bub3 mutant strain; growth inhibition, % at 50 µM; AID 167, 2004; 9.9% of 78,000 active;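 also: 0% = growth of vehicle-only cultures of the same strain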
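Part of a panel of yeast mutants defective in DNA damage repair or cell cycle regulation. Each strain is grown with compound, and inhibition is calculated relative to solvent-treated cultures.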
The depositor's hits bear a star; x = no result given; & = joins results of further samples. Rule as the data show it: active = growth inhibition above about 70%; inactive = the rest.

SMILES | yeast mlh1 rad18 | yeast sgs1 mgt1 | cln2 rad14 | yeast rad50 | yeast mec2-1 | yeast bub3
COc1ccc(C)cc1Sc1ccc(C)cc1[N+](=O)[O-] | -23 | -3 | -28 | -6 | -7 | 10
CSc1c(C)c(C)nn1-c1ccccc1 | -6 | 9 | -1 | -8 | -8 | 1
COc1ccc(CCNC2=CC(=O)c3ncccc3C2=O)cc1OC | 69 | 1 | 6 | 46 | 36 | 4
CCN(CC)CCOC(=O)Nc1cc(C)cc(C)c1 | 17 | 28 | 16 | 25 | -9 | 32
CCC(C#N)NC(=O)NC(C#N)CC (stereo not given) | -42 | -10 | -2 | 1 | 15 | -17
CC(=O)c1ccc2ccc3ccc(O)cc3c2c1 | 89* | 82* | 73* | 88* | 81* | 90*
CC1=C[P+](c2ccccc2)(c2ccccc2)C=C(c2ccccc2)O1 | 89* | 87* | 85* | 85* | 88* | 90*
CCOC(=O)CS(=O)(=O)C1CCCCC1c1cc(OC)c(OC)c(OC)c1 (stereo not given) | 10 | -5 | -7 | 3 | -3 | 1
COC(=O)CCOc1ccc(C)cc1 | -22 | 7 | 10 | 28 | 13 | -6
CC(C)=CC=C(C)C | 5 | 0 | -23 | -2 | -32 | -25
CCCC(CC(=O)O)(CC(=O)O)c1ccccc1 | 4 | 9 | 17 | 24 | -1 | 21
O=[N+]([O-])c1ccc2c(c1)/C(=N/N=C1c3ccccc3Cc3ccccc31)c1cc([N+](=O)[O-])cc([N+](=O)[O-])c1-2 | 83* | 89* | 86* | 83* | 81* | 86*
COC(=O)n1oc2ccc(Br)cc2c1=O | 11 | 3 | -1 | 5 | -5 | 4
CC(=O)Oc1cc(OC(C)=O)c(Oc2cc(OC(C)=O)c(Oc3cc(OC(C)=O)c(OC(C)=O)c(OC(C)=O)c3)c(OC(C)=O)c2)c(OC(C)=O)c1 | 28 | 19 | 20 | 6 | 28 | -7
CCCCCCC(/C=C/c1ccc(Cl)c(Cl)c1)=N\Nc1ccccc1 | -12 | 15 | -20 | 4 | -16 | -4

Profiles, quoted from the list. Values in the order: yeast mlh1 rad18 | yeast sgs1 mgt1 | cln2 rad14 | yeast rad50 | yeast mec2-1 | yeast bub3
`CC(=O)c1ccc2ccc3ccc(O)cc3c2c1` as listed: 89* | 82* | 73* | 88* | 81* | 90*
`COC(=O)CCOc1ccc(C)cc1` as listed: -22 | 7 | 10 | 28 | 13 | -6

Back to the main list; the 5 compounds before the break are reprinted first.
SMILES | yeast mlh1 rad18 | yeast sgs1 mgt1 | cln2 rad14 | yeast rad50 | yeast mec2-1 | yeast bub3
CCCC(CC(=O)O)(CC(=O)O)c1ccccc1 | 4 | 9 | 17 | 24 | -1 | 21
O=[N+]([O-])c1ccc2c(c1)/C(=N/N=C1c3ccccc3Cc3ccccc31)c1cc([N+](=O)[O-])cc([N+](=O)[O-])c1-2 | 83* | 89* | 86* | 83* | 81* | 86*
COC(=O)n1oc2ccc(Br)cc2c1=O | 11 | 3 | -1 | 5 | -5 | 4
CC(=O)Oc1cc(OC(C)=O)c(Oc2cc(OC(C)=O)c(Oc3cc(OC(C)=O)c(OC(C)=O)c(OC(C)=O)c3)c(OC(C)=O)c2)c(OC(C)=O)c1 | 28 | 19 | 20 | 6 | 28 | -7
CCCCCCC(/C=C/c1ccc(Cl)c(Cl)c1)=N\Nc1ccccc1 | -12 | 15 | -20 | 4 | -16 | -4
CCOC(=O)CNC(=O)C(Cc1cnc[nH]1)NC(=O)CNC(=O)OCc1ccccc1 (stereo not given) | 9 | 10 | -24 | 1 | -2 | 1
Cn1cnc2cc3c(cc2c1=O)nc1n3CCCC1 | -7 | -13 | -12 | -2 | -2 | -7
COc1cccc(NC(=O)CC(=O)NNCC(=O)Nc2nnc(-c3ccc(N(CCC#N)S(=O)(=O)c4ccccc4)cc3)s2)c1 | 15 | 24 | -9 | 19 | 11 | 19
Cc1cc2c(cc1C=O)C(C)(C)CCC2 | 26 | -7 | -32 | 10 | 1 | 3
Cn1c(N)c(C(=O)/C=C/c2ccccc2)c(=O)n(C)c1=O | 6 | 18 | 17 | 11 | -18 | -4
Cc1cccc(C(C)(C)C)c1O | -9 | -18 | -3 | 3 | -22 | -2
CC1C2=C(CC(C)(C)CC2=O)OC2=C1C(=O)CC(C)(C)C2 | -4 | -8 | -5 | -16 | -8 | 5
O=C(Nc1ccccc1)OCCc1ccc(Br)cc1 | -3 | 14 | -8 | 13 | 24 | 6
CNc1ccc(C(=O)c2ccccc2)cc1[N+](=O)[O-] | -9 | -3 | -57 | 2 | 1 | 1
COC(=O)C1C(=O)C(C(=O)OC)C2C(C(=O)OC)C(=O)C(C(=O)OC)C12 (stereo not given) | -29 | -3 | -3 | -1 | 4 | -6
N#Cc1c(Nc2cccc(Cl)c2)sc(C(=O)c2cc3cc(Cl)ccc3o2)c1N | 18 | 9 | 15 | 21 | -16 | 0
Cc1ccc(C(=O)OC2CCCC2)cc1 | 4 | 1 | -8 | 8 | -1 | -16
Cn1ccc(=NS(=O)(=O)c2ccccc2)cc1 | 2 | -8 | 8 | 12 | -27 | -12
CNC(=O)c1cccc([N+](=O)[O-])c1 | 30 | 22 | -31 | 32 | 20 | 7
O=[N+]([O-])c1ccc(OCC#CCOc2ccc([N+](=O)[O-])c(C(F)(F)F)c2)cc1C(F)(F)F | -4 | 0 | 5 | 31 | -14 | -2
CN1C(=O)NC2(O)c3ccccc3C(=O)C12O (stereo not given) | 40 | 6 | 11 | 17 | 6 | 19
O=C(O)Cc1ccccc1C(=O)O | -5 | 8 | 14 | 13 | 2 | -19
Nc1ccc(S(=O)c2ccc(N)cc2)cc1 | 33 | 8 | 21 | 28 | -14 | 19
Cc1cn(-c2c(C)c(C)c(-n3c(C)ccc3C)c(C)c2C)cc1C | 0 | -6 | -16 | -3 | -6 | 5
CC1CCCCC1(O)C(C(=O)O)c1ccccc1 (stereo not given) | -30 | 0 | -2 | -8 | -10 | -22
C/C(=N\NS(=O)(=O)c1ccc(C)cc1)c1cccs1 | 13 | 6 | 4 | -4 | 7 | 10
COC(=O)C1=C(C(=O)OC)/C=C\C=C/C=C\1 | -6 | 1 | 4 | 0 | 10 | 7
COC1OCCC(n2c(C)cc3c(N)ncnc32)C1O (stereo not given) | 2&-29 | -12&-29 | -2&-4 | 2&-7 | -9&-19 | -21&-22
CC(=O)NNc1nc(C)c(C(=O)NNC(=O)C(=O)Nc2ccc(C)cc2[N+](=O)[O-])s1 | 0 | 12 | 21 | 30 | 8 | 42
O=C1OC(/C=C/c2ccccc2)=NC/1=C\c1cc(Br)ccc1O | 5 | 16 | 29 | 19 | 12 | 11
O=C1Nc2ccccc2C2Cc3c([nH]c4ccccc34)CC12 (stereo not given) | 21 | 4 | 31 | 47 | 20 | 7
NC(CNO)C(=O)O (stereo not given) | -2 | -9 | -2 | -5 | 12 | 7
COc1nc(N)c2[nH]cnc2n1 | 3 | 2 | 21 | 1 | 21 | 5
CCN(CC)CCNc1ccc(C)c2sc3cccc(O)c3c(=O)c12 | 99* | 100* | 56 | 99* | 100* | 100*
c1coc(C2=Nc3cccc4cccc(c34)N2)c1 | 55 | 77* | 32 | 50 | 10 | 36
c1ccc(CSc2nnc3c4ccccc4c4ccccc4c3n2)cc1 | 42 | -5 | 29 | -23 | -20 | -9
O=C(OC1COC(OC(=O)c2ccccc2)C(OC(=O)c2ccccc2)C1OC(=O)c1ccccc1)c1ccccc1 (stereo not given) | -4&-9&-5&3 | 10&-1&14&-3 | -30&-22&-26&-10 | 7&11&20&31 | -12&-15&-3&-7 | x
CC(=O)NC12CC3CC(CC(C3)C1)C2 | -4 | 2 | 26 | 10 | 6 | -7
COc1ccc(C(=O)CC(Sc2ccccc2N)c2ccc(OC)cc2)cc1 (stereo not given) | -7 | 9 | -10 | -17 | -18 | 6
CC(=O)OCCOCNC(=S)N/N=C/c1cc(Br)cs1 | -1 | 34 | 21 | 26 | -10 | 11
COC(=O)c1cc2ccccc2[nH]1 | -14 | -8 | -15 | 4 | 8 | -12
CCOC(=O)C1=C(C)NC(=S)NC1c1ccccc1 (stereo not given) | 23 | 12 | -3 | 28 | -12 | -1
Nc1nc2c3nc(Nc4ccccc4)sc3nc(=O)n2c2sc(Nc3ccccc3)nc12 | 3 | 3 | -4 | 2 | 2 | -20
CCC1(O)C(=O)c2ccccc2N(c2ccccc2)C1=O (stereo not given) | 18 | 4 | -6 | 9 | 4 | 8
CC1(C)OC[C@@H]([C@H](O)C2C=CC(=O)S2)O1 (stereo not given in full) | -40 | 10 | 10 | 6 | 9 | 14
CCCCCC/C=C1\CCC(CN(C)C)C1=O (stereo not given) | 91* | 91* | 90* | 79* | 93* | 91*
N#CC12COC3(CCCCC3C1(C#N)C#N)OC2=N (stereo not given) | 31 | 16 | 5 | 25 | 28 | 16
C=CCC(C(=C)C)(C(=O)OCC)C(=O)OCC | -32 | -33 | -7 | -23 | -25 | -25
BrCc1cccc(C[P+](c2ccccc2)(c2ccccc2)c2ccccc2)c1 | 41 | 36 | 28 | 66 | 42 | 38
NNc1cc(=O)n2ccccc2n1 | -4 | -21 | -48 | -26 | -7 | -7
CCCNC(=O)Nc1c([N+](=O)[O-])cc(C(F)(F)F)cc1[N+](=O)[O-] | 35 | 0 | -30 | 4 | 1 | 0
CCCCOCCOC(=O)Nc1cccc(Cl)c1 | 2 | 51 | -12 | 35 | 31 | 0
O=C(N/C(=C\c1cc(Cl)ccc1Cl)c1nc2ccc(Cl)cc2[nH]1)c1ccccc1 | 96* | 94* | 92* | 93* | 96* | 95*
O=C(COc1ccccc1)c1ccccc1 | -23 | 3 | -2 | -29 | -28 | 43
CCOc1ccccc1NC(=O)C1CCCCC1C(=O)O (stereo not given) | 8 | 15 | 26 | 14 | 17 | 13
CCCNCCS | -24 | -8 | 4 | -13 | -17 | -9
CC(N)c1ccc2ccccc2c1O (stereo not given) | 8 | 9 | -11 | -4 | -7 | -6
O=C(NNC(=O)c1cccc(Cl)c1)c1cccc(Cl)c1 | -10 | -6 | 10 | -24 | -31 | -10
N#CC(CC(Br)CBr)(c1ccccc1)c1ccccc1 (stereo not given) | 76* | 56 | 36 | 46 | 40 | 33
c1ccc(N=C2SC(c3ccccc3)CN2C23CC4CC(CC(C4)C2)C3)cc1 (stereo not given) | -10 | -38 | -65 | -18 | -6 | -1
COc1ccc(NC(=O)CC/C(CC(=O)c2ccccc2Cl)=N\Nc2nnc(C)n2N)cc1 | -36 | -56 | -7 | -18 | -24 | -5
O=C(c1ccccc1)N1CCN(c2cccc(Cl)c2)CC1 | 16 | 13 | -26 | 29 | 0 | 77*
CC1(C)CNC(=O)O1 | -4&-4 | -22&-11 | -15&1 | -20&-9 | -3&23 | -7&3
c1cncc(-c2ncc3cccnc3n2)c1 | -16 | -22 | 22 | -44 | -33 | 3
CNc1nc(N)nc(N(C)c2ccc(Br)cc2)c1N=O | 44 | 18 | -31 | 68 | 12 | 21

Among those listed so far, 2 contain a CF3 group.
SMILES | yeast mlh1 rad18 | yeast sgs1 mgt1 | cln2 rad14 | yeast rad50 | yeast mec2-1 | yeast bub3
O=[N+]([O-])c1ccc(OCC#CCOc2ccc([N+](=O)[O-])c(C(F)(F)F)c2)cc1C(F)(F)F | -4 | 0 | 5 | 31 | -14 | -2
CCCNC(=O)Nc1c([N+](=O)[O-])cc(C(F)(F)F)cc1[N+](=O)[O-] | 35 | 0 | -30 | 4 | 1 | 0

Remaining list, next part
SMILES | yeast mlh1 rad18 | yeast sgs1 mgt1 | cln2 rad14 | yeast rad50 | yeast mec2-1 | yeast bub3
CCCc1cc(=O)oc2c3c(c4c(c12)OC(C)(C)CC4)O[C@H](C)[C@H](C)C3=O | 85* | 88* | 90* | 88* | 92* | 91*
Cc1c2cnccc2c(C)c2c1c1ccccc1n2CCOC(=O)c1ccccc1 | 92* | 90* | 75* | 96* | 88* | 90*
CNC(=O)OCc1c(COC(=O)NC)c(-c2ccc(-c3ccccc3)cc2)n(C)c1C | 59 | -3 | -7 | 64 | 13 | -14
Cc1cccc(C)c1NC(=O)CCc1nnc(N)n1N | 16 | 19 | -23 | -21 | 4 | 9
Oc1ccccc1C=Nc1ccc2nc(SCc3ccccc3)sc2c1 | -8 | 7 | -1 | 13 | 0 | 4
c1ccc2c(c1)nc(NC1CCCC1)c1[nH]c(C3CCCC3)nc12 | -50 | -57 | -10 | -26 | -37 | -29
O=C(/C=C/c1ccccc1)NC1C=Nc2ccc(Cl)cc2NC1=O (stereo not given) | 26 | 39 | 23 | 39 | 54 | 28
O=C1c2cc(O)c(O)cc2C(=O)c2cc3c(cc21)OCO3 | -16 | 1 | -12 | -38 | -6 | -8
CCC(C)(C)C1CCCCC1O (stereo not given) | 3 | 0 | -16 | 16 | -8 | 2
CC1(C)OC2C(C(=O)NO)OC(n3cnc4c(N)ncnc43)C2O1 (stereo not given) | 20 | 19 | -7 | 5 | -7 | 4
CCOC(=O)c1c[nH]c2c(=O)n(C)c(=O)[nH]c12 | 24 | 4 | -29 | 7 | -8 | 0
CCCCCCCCCCCCCCCCN1CCSCC1 | 99* | 99* | 99* | 98* | 99* | 99*
O=C(Oc1ccccc1Cl)c1ccccc1 | 36 | 22 | 16 | 19 | -10 | 12
